High-throughput results as filed in PubChem.
PLK1 kinase inh = human PLK1 kinase inhibitors, primary screen, biochemical, TR-FRET; Serine/threonine-protein kinase PLK1 (Homo sapiens), P53350; recombinant PLK1 kinase, TR-FRET peptide phosphorylation; inhibition, % at 10 µM; 97,000 tested, 0.53% active; AID 619, 2007;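 active = inhibition of 50% or more in the single-concentration screen; inactive = inhibition below 50%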;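 note: 0% = DMSO max control and 100% = H-89 dihydrochloride min control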
VCAM1 TNFa inh = inhibitors of TNFa-induced VCAM1 expression, primary screen, imaging, HUVEC, TNFa stimulus, immunofluorescence; HUVEC TNFa-induced VCAM-1 immunofluorescence, high-content imaging; inhibition, % at 2 µM; 95,000 tested, 0.48% active; AID 802, 2007;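 active = inhibition above the batch mean plus 3 SD, with images confirmed as a hit by eye, cut at about 37% in these data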;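 note: 0% = TNF-stimulated DMSO wells and 100% = unstimulated control wells; not every result past the cut was called active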
hDAT+cocaine = changed hDAT dopamine uptake under cocaine IC80, either direction, primary screen, cocaine antagonist project, cell-based, LLC-PK1 hDAT, [14C]-dopamine uptake, MLSMR | Sodium-dependent dopamine transporter (Homo sapiens), Q01959 | LLC-PK1 hDAT cells, [14C]-dopamine uptake with cocaine IC80; actives deviate in either direction | B-score at 10 µM | 110,000 tested, 1.3% active | AID 449768, 2010;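 active = Z score or B-score, a plate-position-corrected score, falls beyond the plate's 99.7% confidence bounds, in either direction; inactive = both scores lie inside the 99.7% bounds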;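 note: scored against the spread of the other compound wells on the same plate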
Target sequence (Q01959 whole entry, looked up): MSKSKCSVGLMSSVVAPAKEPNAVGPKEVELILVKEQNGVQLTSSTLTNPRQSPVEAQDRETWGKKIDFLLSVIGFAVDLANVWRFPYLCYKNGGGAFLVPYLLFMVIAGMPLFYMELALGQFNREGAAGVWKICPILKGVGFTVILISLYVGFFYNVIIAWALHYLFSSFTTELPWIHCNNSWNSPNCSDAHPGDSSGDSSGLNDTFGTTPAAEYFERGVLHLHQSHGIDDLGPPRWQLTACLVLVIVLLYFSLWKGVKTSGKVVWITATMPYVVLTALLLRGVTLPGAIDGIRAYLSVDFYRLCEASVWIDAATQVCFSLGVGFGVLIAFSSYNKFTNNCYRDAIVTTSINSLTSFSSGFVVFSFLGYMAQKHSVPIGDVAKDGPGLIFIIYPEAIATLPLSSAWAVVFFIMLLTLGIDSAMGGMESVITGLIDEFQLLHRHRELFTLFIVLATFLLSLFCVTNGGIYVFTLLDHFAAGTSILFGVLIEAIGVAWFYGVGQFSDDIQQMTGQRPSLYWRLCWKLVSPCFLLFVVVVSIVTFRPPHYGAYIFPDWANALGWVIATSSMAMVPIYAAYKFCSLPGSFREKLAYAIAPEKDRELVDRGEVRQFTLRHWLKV
sEH inh = soluble epoxide hydrolase inhibitors, primary screen, biochemical, human sEH; recombinant human sEH enzymatic activity assay; 91,000 tested, 0.34% active; Bifunctional epoxide hydrolase 2 (Homo sapiens), P34913; inhibition, % at 2 µM; in the data active = inhibition above about 80%; note: values of inactives mirror those of a sister screen read the other way; many of its hits are not listed in these tables
IL1B cytotox = cytotoxicity in IL-1B stimulated HUVEC, primary screen, cytotoxicity control for IL-1B NFkB translocation project, imaging, Hoechst nuclear count, IL-1B stimulus; HUVEC cell count loss; cell count reduction, % at 2 µM; 94,000 tested, 0.41% active; AID 845, 2007;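 active = cell count reduction more than 3 SD above the screen-wide mean, cut at about 70% in these data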;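 note: normalized per plate to untreated control cells as the no-loss baseline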
TNFa cytotox = cytotoxicity in TNFa-stimulated HUVEC, primary screen, cytotoxicity control for VCAM1 expression modulator project, imaging, Hoechst nuclei count | 93,000 tested, 0.17% active | cell count reduction, % at 2 µM | HUVEC TNFalpha-stimulated, Hoechst cell count;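 active = cell count reduction exceeding the screen mean by over 5 SD, scaled to untreated wells per plate, cut at about 78% in these data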;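 note: cells counted after 24 h of TNF alpha exposure following the 1 h pretreatment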
Ecoli WT expand = growth inhibitors of wild-type E. coli, primary screen, strain BW25113, expanded library, OD600 | growth inhibition, % at 100 µM | AID 710, 2007 | 98,000 tested, 0.15% active | OD600 absorbance;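 active = growth inhibition above about 50% at one test dose, limit read from the data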;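 note: growth measured after 20 h incubation at 37 °C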
cytoskel mod = modifiers of F-actin cytoskeleton organization, primary screen, imaging, HUVEC, phalloidin staining, high-content imaging. HUVEC TNFa F-actin phalloidin imaging. inhibition, % at 2 µM. 91,000 tested, 0.18% active;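 active = inhibition above the batch mean plus 3 SD and confirmed as a hit by visual image inspection, cut at about 30% in these data, passing the limit was not always enough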; note: strong numbers were not always called active
Plk1 PBD FP = Plk1 polo box domain binding inhibitors, primary screen, biochemical, fluorescence polarization | inhibition, %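 (tested at about 20 µM)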 | 97,000 tested, 0.13% active | Plk1 PBD phosphopeptide binding; in the data active = inhibition above about 34%, passing the limit was not always enough
An asterisk follows results filed as active; . = no result given.

SMILES	PLK1 kinase inh	VCAM1 TNFa inh	hDAT+cocaine	sEH inh	IL1B cytotox	TNFa cytotox	Ecoli WT expand	cytoskel mod	Plk1 PBD FP
Cc1nc2c(o1)CCc1ccccc1C2O (stereo unspecified)	10.3	8.8	-0.479	17.9	-45.8	-32.4	-3.0	-5.8	5.6
COCCn1c(SCC(=O)c2ccc(CNC(C)=O)o2)nc2ccccc2c1=O	2.6	2.3	0.308	-2.0	3.2	-40.7	1.0	22.8	-15.0
Cc1cc(C)n(C(=O)c2c([N+](=O)[O-])c(C)nn2C)n1	0.1	-14.6	-1.07	-5.3	-19.2	-10.5	.	3.0	-10.8
COc1ccc(OC)c(NS(=O)(=O)c2ccc(NC(=O)C3COc4ccccc4O3)cc2)c1 (stereo unspecified)	0.0	5.5	0.0119	18.3	-12.4	-12.8	-15.0	7.8	-22.0
CCOc1ccccc1N1CC(C(=O)N2CCc3ccccc3C2)CC1=O (stereo unspecified)	-10.5	13.3	-0.28	-7.0	1.5	-6.5	5.0	-19.2	-27.5
CN(CC(=O)NCc1ccncc1)S(=O)(=O)c1ccccc1	3.4	1.8	0.661	6.7	-5.4	-14.0	-4.0	5.7	-14.0
COc1ccc(CNC(=O)C2CCCN2S(=O)(=O)c2ccccc2)cc1 (stereo unspecified)	-8.8	6.5	0.811	-4.5	-9.9	-6.1	-3.0	-24.4	-11.6
Cc1c(C(=O)OC(C)CCN(C)C)oc2ccccc12 (stereo unspecified)	-18.6	17.7	-0.468	.	-35.6	-13.0	-1.0	-10.9	36.3
CCNc1nc(Sc2ccc(C)cc2)cc(C(F)(F)F)n1	-8.6	12.0	1.13	16.8	-0.6	9.6	7.0	3.6	-13.5
CCc1cc2c(=O)n(-c3ccc(Br)cc3)cnc2s1	2.6	-20.4	-0.261	3.2	-10.6	-26.8	-13.0	8.2	3.6
CSc1nc2nc(C)cc(-c3ccccc3)n2n1	-9.4	15.3	2.15	55.5	-19.6	-38.2	-3.0	19.9	-15.8
N#CC1=C(N)OC2=C(C(=O)CCC2)C1c1ccncc1 (stereo unspecified)	-3.3	-1.2	-0.592	7.1	8.3	-1.3	-5.0	-16.5	5.8
COc1ccc(/C=N\NC(=O)c2sc(N)nc2C)cc1OC	-11.5	-10.1	0.546	2.3	-1.3	-0.3	18.0	-10.7	19.2
COc1ccccc1OCC(=O)Nc1ccc(S(=O)(=O)Nc2cc(C)nc(C)n2)cc1	-6.2	-0.5	-0.564	.	-3.8	-4.1	-3.0	-13.6	-4.2
O=C(NCCCN1CCN(Cc2ccccc2)CC1)c1nnc(Cc2c(F)cccc2Cl)o1	-7.6	5.2	0.796	4.4	9.9	-15.8	2.0	11.9	4.3
O=C(CCC1CCCCC1)NNC(=O)NC12CC3CC(CC(C3)C1)C2	-17.8	0.7	0.866	83.8*	14.1	-23.6	9.0	-21.5	-14.9
Cc1cccc(NC(=O)NCCc2c[nH]c3ccccc23)c1	-8.5	11.5	-0.186	67.7	-19.7	-1.8	17.0	-30.4	4.0
Cc1nnc(SCC(=O)NCc2ccccc2)n1-c1ccccc1	-9.1	-2.6	1.17	6.5	-10.1	-31.7	3.0	15.3	-6.6
O=C(CSc1nc2ccccc2c(=O)n1-c1ccccc1)NCc1ccc2c(c1)OCO2	-14.3	11.6	0.502	9.8	35.6	-2.6	-1.0	-2.0	-3.9
O=S(=O)(Cc1ccccc1)N1CCCC1	-4.5	0.8	0.0777	.	-17.7	-13.3	1.0	-19.1	-17.8
Cc1c(C(=O)NCc2cccnc2)sc2ncn(CC(=O)N3CCCCC3C)c(=O)c12 (stereo unspecified)	-8.9	1.8	-0.98	-13.8	2.3	-13.2	5.0	-1.1	-3.9
CCS(=O)(=O)c1ccc(-c2csc(-c3ccc(Cl)cc3)n2)c(Cl)c1Cl	-18.6	-5.5	0.659	4.7	-13.8	-6.6	2.0	-1.5	-21.9
CCOC(=O)c1c(NC(=O)CC)sc(C(=O)N2CCCCC2)c1C	-0.7	1.7	0.865	-2.0	.	-2.8	-1.0	1.7	12.0
Cn1nc(C(F)(F)F)c2cc(NC(=O)OCC(C)(C)C)sc21	-13.5	-8.9	-0.362	28.0	.	5.7	7.0	8.4	-30.0
CCOC(=O)C(C(=O)Nc1nc2ccccc2s1)C1CCCCC1 (stereo unspecified)	-15.6	15.8	0.263	2.2	-11.8	5.5	4.0	-10.6	-29.4
CC(=O)CCS(=O)(=O)c1ccc(NC(C)=O)cc1	-9.4	-1.1	0.0212	7.4	0.8	4.3	6.0	-9.4	11.0
CCN(CC)S(=O)(=O)c1ccc2c(c1)nc(SCc1nc3ccsc3c(=O)[nH]1)n2CC	9.6	-2.5	0.628	-5.6	-34.5	-12.5	2.0	-13.6	25.4
Cc1ccc(S(=O)(=O)n2nc(OC(=O)c3c(-c4ccccc4Cl)noc3C)cc2N)cc1	-9.9	-7.9	1.29	-0.4	-10.1	-16.5	-9.0	29.2	8.7
CCCCC(CC)CNC(=O)c1[nH]c(C)c(C(C)=O)c1C (stereo unspecified)	-8.8	4.0	0.317	76.3	0.3	-14.4	5.0	10.4	19.5
Cc1ccc(NC(=O)CSc2nnc(C)n2-c2ccccc2)cc1	-14.1	-1.0	0.589	0.8	9.4	.	.	13.1	15.0
CCOC(=O)c1c(C)c(C(=O)NCCN2CCOCC2)c(C)n1CC	-2.9	-14.4	1.54	.	-5.9	-21.4	3.0	25.9	4.6
Cc1ccccc1S(=O)(=O)Cc1ccc(C(=O)NCCCOC(C)C)o1	-5.5	7.3	-1.27	14.5	-0.5	-37.4	3.0	-19.1	0.9
CCOC(=O)c1c(C)n(-c2ccc(C)cc2)c2c(C(C(C)=O)C(=O)O)c(Br)c(O)c(O)c12 (stereo unspecified)	-14.8	-13.6	0.573	-4.7	9.2	-7.3	5.0	-2.5	5.1
COc1ccc(Nc2cc(=O)n(C3CCCCC3)c(=O)[nH]2)c(OC)c1	-5.1	.	-0.254	-5.4	.	.	0.0	.	9.3
CC(C)Cc1[nH]c(=O)c(C#N)c2c1COC(C)(C)C2	-2.7	-6.4	-0.0604	3.9	-13.8	-6.2	1.0	-24.8	17.0
CCOC(=O)NC(=O)CSc1nc(C)cc(C(F)(F)F)c1C#N	-5.9	-10.9	1.34	4.0	-6.1	11.7	7.0	-7.0	-0.9

By substructure, the compounds so far containing a cyano group.
SMILES	PLK1 kinase inh	VCAM1 TNFa inh	hDAT+cocaine	sEH inh	IL1B cytotox	TNFa cytotox	Ecoli WT expand	cytoskel mod	Plk1 PBD FP
N#CC1=C(N)OC2=C(C(=O)CCC2)C1c1ccncc1 (stereo unspecified)	-3.3	-1.2	-0.592	7.1	8.3	-1.3	-5.0	-16.5	5.8
CC(C)Cc1[nH]c(=O)c(C#N)c2c1COC(C)(C)C2	-2.7	-6.4	-0.0604	3.9	-13.8	-6.2	1.0	-24.8	17.0
CCOC(=O)NC(=O)CSc1nc(C)cc(C(F)(F)F)c1C#N	-5.9	-10.9	1.34	4.0	-6.1	11.7	7.0	-7.0	-0.9

Going on with the list.
SMILES	PLK1 kinase inh	VCAM1 TNFa inh	hDAT+cocaine	sEH inh	IL1B cytotox	TNFa cytotox	Ecoli WT expand	cytoskel mod	Plk1 PBD FP
COc1ccccc1C(=O)N(CN1CCCC1=O)c1cccc(Cl)c1	-11.9	14.9	-1.22	2.9	-6.8	-1.8	1.0	3.6	-4.4
Cc1ccc(C(=O)NCCc2nnc(SCC(=O)Nc3nc(-c4ccccc4)cs3)n2C)cc1	-17.7	14.4	-1.48	-12.8	12.6	14.1	.	-28.9	-5.4
Cn1c(=O)c2cn(Cc3ccc(Cl)cc3)cc2n(C)c1=O	-1.8	4.2	0.411	-3.2	-23.7	-10.3	0.0	-3.1	1.3
COc1ccc(S(=O)(=O)NCc2ccc(C)cc2)cc1	-1.1	-3.0	1.19	3.0	-13.5	-21.7	0.0	3.4	7.4
COC(=O)CSC1=C(C#N)C(c2cccc(OC)c2)CC(=O)N1 (stereo unspecified)	-8.2	4.7	-0.993	9.6	-16.2	-37.4	-2.0	18.8	-2.8
Cc1cc(C)c(C#N)c(SCc2[nH]nc3c2C(c2ccc(F)cc2)C(C#N)=C(N)O3)n1 (stereo unspecified)	-8.8	-5.2	1.95	10.4	13.7	-1.9	.	4.7	-14.1
Cc1cc(C)c2nc(SCC(=O)Nc3ccc(S(=O)(=O)N4CCCC4)cc3)c(C)cc2c1	-39.1	-4.9	-0.0622	-3.4	-51.1	-3.5	-11.0	5.6	-3.7
Cc1ccc2nc3c(cc2c1)c(NC(=O)c1cccnc1)nn3C	-15.8	8.3	-0.129	.	-2.3	-12.0	3.0	4.8	-0.8
Cc1nc2ccccc2nc1OCC(=O)N1CCN(c2ccccc2)CC1	-9.1	-9.8	-0.0353	-4.3	-1.8	-39.3	5.0	30.9	6.0
COc1ccc(C2C(=O)N(CCc3ccccc3)CC(=O)N2C2CCCC2)cc1 (stereo unspecified)	-4.9	15.3	0.0184	11.9	-5.0	-23.8	10.0	2.1	-8.2
Nc1nc(=S)[nH]c2c1C1(CCCC1)Cc1ccccc1-2	-3.8	6.7	-0.503	6.1	1.6	-4.3	-12.0	-1.5	8.7
Cc1ccc(-c2nc(-c3ccccc3)no2)c(Cl)c1	-12.9	20.7	0.0968	26.6	2.8	-48.3	-12.0	15.9	2.5
O=C(Nc1cc(C(F)(F)F)ccc1N1CCCC1)c1cccnc1	-9.9	3.7	-1.68	.	10.5	-29.9	-6.0	15.1	-21.4
C=CCNc1sc(C(=O)c2ccc(Br)s2)c(N)c1C#N	-9.9	4.2	-0.562	-8.1	0.0	-16.3	-25.0	2.6	-3.1
Cc1occc1-c1nnc(SCc2nnc(-c3ccc(Cl)cc3)o2)n1C	-8.1	.	0.469	7.6	30.0	.	4.0	.	-7.8
CCc1cc(C(=O)Cc2nc3ccccc3[nH]2)c(O)cc1O	3.7	-44.4	-0.0552	20.4	-32.1	-11.9	16.0	-12.0	-30.8
O=C(CN1CCN(c2ccccc2)CC1)Nc1ccc(Oc2ccccc2)cc1	-10.7	14.7	0.00275	9.1	-4.6	-42.0	-21.0	.	13.3
CC(=O)Nc1nnc(C)s1	-18.2	3.9	-0.00749	11.3	-10.6	-41.3	1.0	11.7	-9.5
Clc1ccccc1CSc1nnc(/C=C/c2ccccc2)o1	-6.9	16.9	.	-5.3	10.7	-17.2	4.0	5.5	2.4
CCSc1ccccc1C(=O)NCc1ccc2c(c1)OCO2	6.4	-0.9	-0.274	.	-0.7	-23.3	0.0	14.8	-21.3
CCn1c(C)cc(/C=C2\NC(=O)N(CC(=O)Nc3cccc(C)c3)C2=O)c1C	-8.6	15.7	-0.715	0.0	5.8	-22.6	7.0	-8.9	0.2
Cn1c(=O)n(C)c(=O)n(CC(=O)N2CCCCC2)c1=O	-8.5	18.0	-0.0149	-2.3	-2.5	-2.9	-2.0	-1.4	-5.5
COc1ccc(C(=O)N2CCN(c3ccc(C)c(C)c3)CC2)cc1OC	-12.0	-18.7	1.33	5.0	9.0	0.0	-4.0	7.2	24.2
COc1cc(/C=C/C(=O)O)cc(S(=O)(=O)N(C)CCO)c1OC	3.8	14.4	0.688	-7.4	-25.8	-19.8	4.0	-30.3	-2.5
CN1CCN(Cc2nc3c(c(=O)n(C)c(=O)n3C)n2Cc2cccc3ccccc23)CC1	-0.7	-11.4	-0.298	-7.2	-133.3	-3.4	3.0	-16.1	-34.2
